Screening results deposited in PubChem by Sanford-Burnham Center for Chemical Genomics.
Jurkat NFkB inh: inhibitors of induced NF-kB luciferase reporter, primary screen, TCR NF-kB activation inhibitor project, cell-based, luminescence, uHTS. Jurkat, PMA/ionomycin-induced NF-kB luciferase reporter. inhibition, % at 4 µM. hit rate 0.53% among 330,000. AID 435003, 2010; in the data active = inhibition above about 50%
Mdm2-MdmX inh: inhibitors of human Mdm2-MdmX association, primary screen, cell-based, luminescence, split luciferase, SaOS-2, uHTS; Protein Mdm4 (Homo sapiens) + E3 ubiquitin-protein ligase Mdm2 (Homo sapiens), …; SaOS-2 split-luciferase Mdm2/MdmX complementation; inhibition, % at 8 µM; hit rate 3% among 330,000;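 active = inhibition of at least 50% at 8 µM in the primary screen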
CCR6 antag: CCR6 receptor antagonists, primary screen, cell-based, CHO-K1, luminescence, beta-arrestin, uHTS | C-C chemokine receptor type 6 (Homo sapiens), P51684 | CHO-K1 CCR6 PathHunter beta-arrestin, CCL20-stimulated | inhibition, % at 20 µM | hit rate 0.49% among 340,000;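 active = compounds whose inhibition of the agonist-driven luminescence signal at 20 µM reaches about 50%, limit read from the data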;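 also: cells stimulated with CCL20 at 14 nM final; plate controls were DMSO with CCL20 for no effect and DMSO without agonist for full effect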
Target sequence (P51684 whole entry, looked up): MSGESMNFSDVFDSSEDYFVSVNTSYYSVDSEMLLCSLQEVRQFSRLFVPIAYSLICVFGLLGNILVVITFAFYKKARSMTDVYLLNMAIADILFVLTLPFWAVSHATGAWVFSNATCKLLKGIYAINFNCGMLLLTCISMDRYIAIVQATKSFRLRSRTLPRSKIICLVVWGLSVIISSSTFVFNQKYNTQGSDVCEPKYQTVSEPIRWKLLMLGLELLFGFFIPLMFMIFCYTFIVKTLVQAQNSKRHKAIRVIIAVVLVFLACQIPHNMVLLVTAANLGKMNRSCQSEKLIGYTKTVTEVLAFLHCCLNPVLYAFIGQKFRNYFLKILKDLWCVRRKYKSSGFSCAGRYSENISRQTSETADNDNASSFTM
EBI2 antag: EBI2 receptor antagonists, beta-arrestin recruitment, primary screen, cell-based, luminescence, 7a,25-OHC stimulation, uHTS; inhibition, % at 5 µM; AID 651636, 2012; hit rate 0.81% among 360,000; 7a,25-OHC stimulated; in the data active = inhibition above about 38%;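 also: enzyme fragment complementation signal reports receptor beta-arrestin coupling in cells; 0% = agonist plus DMSO wells and 100% = wells without agonist; some results beyond the cut were filed as inactive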
Gli-Sufu block: Gli-Sufu pathway antagonists, primary screen, luciferase luminescence, Sufu-KO-LIGHT cells, uHTS. Sufu-KO-LIGHT fibroblasts, Gli luciferase reporter luminescence. inhibition, % at 5 µM. hit rate 0.74% among 340,000;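 active = inhibition above about 55%, limit read from the data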;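 also: 0% = DMSO-treated cells and 100% = wells with medium but no cells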
UPR CHOP act: activators of apoptotic CHOP UPR arm, primary screen, cell-based, CHO-CHOP luciferase reporter, luminescence, uHTS | UPR activation; percent of tunicamycin response over DMSO baseline | activation, % at 10 µM | hit rate 0.34% among 330,000 | AID 449763, 2010;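 active = at 10 µM dose, activation of 40% or more, normalized to positive control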;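 also: 100% = tunicamycin at 10 µg/mL and 0% = DMSO alone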
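Test system: CHO-CHOP cells, stable luciferase reporter of PERK-eIF2a-CHOP signalling | Quantity: 500 CHO-CHOP cells per well | Buffer or medium: F12 plus 10% serum | Compound dosing: 10 µM single point, 0.5% DMSO | Schedule: 6 h compound treatment, 37 °C | Signal: Luciferase luminescence | Control set: Tunicamycin high control, DMSO low control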
CXCR6 block: CXCR6 receptor inhibitors, primary screen, cell-based, beta-arrestin, luminescence, CHO-K1 PathHunter, 1536-well. C-X-C chemokine receptor type 6 (Homo sapiens), O00574. AID 602244, 2012. hit rate 0.36% among 360,000. inhibition, % at 20 µM; in the data active = inhibition above about 34%, passing the limit was not always enough;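 also: antagonist mode with CXCL16 agonist at 10 nM final; 0% = 10 nM CXCL16 with DMSO and 100% = unstimulated wells without agonist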
Target sequence (O00574 whole entry, looked up): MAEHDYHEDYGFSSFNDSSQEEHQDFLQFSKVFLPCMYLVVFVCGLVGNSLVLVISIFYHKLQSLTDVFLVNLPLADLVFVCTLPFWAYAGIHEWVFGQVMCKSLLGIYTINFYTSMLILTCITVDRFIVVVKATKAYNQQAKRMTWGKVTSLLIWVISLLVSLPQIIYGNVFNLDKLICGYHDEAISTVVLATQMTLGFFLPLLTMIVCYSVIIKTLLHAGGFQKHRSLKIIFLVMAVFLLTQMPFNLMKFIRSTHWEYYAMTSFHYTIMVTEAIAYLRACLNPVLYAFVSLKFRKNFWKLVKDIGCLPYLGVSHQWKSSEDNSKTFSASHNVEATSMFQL
697 NFkB inh: inhibitors of PMA/ionomycin-induced NF-kB reporter, 697 cells, primary screen, B-cell NF-kB inhibitor project, cell-based, luminescence, uHTS | 697 B-cell NF-kB luciferase reporter, 16 h | inhibition, % at 4 µM | hit rate 0.33% among 330,000; in the data active = inhibition above about 35%
UPR XBP1 act: activators of adaptive XBP1 UPR arm, primary screen, cell-based, CHO-XBP1 luciferase reporter, luminescence, uHTS; hit rate 0.33% among 330,000; IRE1-XBP1 UPR activation; percent of tunicamycin response, DMSO as zero; activation, % at 20 µM;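 active = versus positive control, 20 µM dose yields 30% or more activation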;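 also: 100% = tunicamycin at 10 µg/mL and 0% = DMSO only wells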
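Test system: CHO-XBP1 luciferase reporter cells | Buffer or medium: Serum-containing F12 medium, 10% FBS | Schedule: 6 h compound exposure at 37 °C, 5% CO2 | Detection: Steady-Glo luciferase glow luminescence, 10 min after reagent addition | Read-out basis: Activation, % of tunicamycin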
An asterisk follows results filed as active; . = no result given. Outcome played no part in choosing rows; 5% or so of the library scored in one or more.

SMILES	Jurkat NFkB inh	Mdm2-MdmX inh	CCR6 antag	EBI2 antag	Gli-Sufu block	UPR CHOP act	CXCR6 block	697 NFkB inh	UPR XBP1 act
CCOC(=O)COc1ccccc1C1Nc2ccccc2C(=O)N1c1cccc(Cl)c1 (stereo not drawn)	-65	-38	3	1	.	3.5	4	-63	2
C[C@H]1C(c2ccc(F)cc2)=NN(c2ccccc2)[C@@H]1CO	.	3	6	-3	-6	2.8	-9	7	-2
Cn1cc(C(=O)NC2CCCCC2)c(=O)c2cc(S(=O)(=O)N3CCOCC3)ccc21	8	-6	-13	0	7	-0.8	-9	12	-4
COc1cc(-c2nnc(SCC(=O)N3c4ccccc4Sc4ccccc43)o2)cc(OC)c1OC	-5	38	-15	17	1	-1.1	-2	-1	1
O=C1N(Cc2cccc(Cl)c2)C[C@@H]2C[C@@H](c3cccc4ncccc34)N3CCC[C@@]123	12	16	24	37	35	-1.4	7	-69	-2
O=c1cc(-c2ccccc2)nc(SCCOc2ccccc2Cl)[nH]1	14	27	12	8	-4	-1.7	8	4	-5
O=C(CSc1nc(O)c(Cc2ccccc2)c(=O)[nH]1)Nc1nnc(SCc2ccccc2)s1	-19	-21	13	17	-3	0.1	5	-15	-2
COc1cccc(OCC(Cn2c(C)nc3ccccc32)OC(C)=O)c1 (stereo not drawn)	5	2	19	4	17	0.1	-8	-3	1
COc1ccc(C(=O)O)cc1S(=O)(=O)Nc1ccc(Oc2ccccc2)cc1	-10	-15	-1	-5	-1	-0.2	-6	10	-1
Cc1cc2n(n1)C(c1ccccc1)Nc1ccccc1-2 (stereo not drawn)	-18	3	9	-11	-1	-2.6	-3	-42	0
CCNc1nc(N)c(C(=C(C#N)C#N)c2ccccc2)s1	4	24	20	3	6	-2.0	8	31	1
COc1ccc2c(=O)cc(C(F)(F)C(F)(F)F)oc2c1	9	29	6	1	1	-2.5	-3	14	-3
COc1ccc(C2NC3=C(CCC3)C3(C#N)C(OC)(OC)N=C(N)C23C#N)cc1 (stereo not drawn)	-1	5	1	0	15	-5.5	2	11	-4
N#CCCN/N=C(/Cc1nc2ccccc2[nH]1)c1cccc(Cl)c1	-8	21	-12	-2	0	-0.5	-5	3	7
Cc1ccccc1NS(=O)(=O)c1ccc(NC(=O)N2CCCCC2)cc1	4	20	-1	9	2	1.6	-3	-16	-3
CCc1ccc(-n2c(=S)sc3c(=O)n(-c4ccccc4)c(SCC(=O)O)nc32)cc1	-9	-1	9	-1	0	1.5	4	14	3
COc1ccc2c(c1OC)C(=O)N1C2SC[C@H]1C(=O)NC1CC(C)(C)NC(C)(C)C1 (stereo partly drawn)	.	.	13	-2	3	.	-5	.	.
Cc1ccccc1NC(=O)C(=O)NCCc1c[nH]c2ccccc12	14	-12	0	5	-2	2.1	-10	-2	-2
O=C(CCC(=O)NCc1ccccc1)NCc1ccccc1	-3	6	7	-2	3	-2.9	2	-4	-3
CCOc1cc(C(=O)Nc2ncn[nH]2)cc(OCC)c1OCC	0	29	4	-4	0	-0.4	-8	7	3
O=C(NC(C(=O)NCCN1CCOCC1)C12CC3CC(CC(C3)C1)C2)C1CCCCC1 (stereo not drawn)	-5	1	5	6	5	1.1	3	0	1
CCc1ccccc1N(C)S(=O)(=O)c1ccc2[nH]cc(C(=O)O)c(=O)c2c1	-2	-1	5	-7	2	-1.3	-1	0	-3
Cc1cc(NC(=O)/C=C/c2ccccc2)c(C(C)C)cc1O	-7	-14	9	-4	-3	0.6	-2	20	-3
O=c1[nH]c2ccccc2n1CCC1CCCCC1	-15	1	15	-2	23	1.7	1	-15	1
NNC(=O)CN1C(=O)Nc2ccc(Br)cc2C1c1ccccc1 (stereo not drawn)	-3	9	2	-2	-20	-2.4	-4	3	0
SMILES	Jurkat NFkB inh	Mdm2-MdmX inh	CCR6 antag	EBI2 antag	Gli-Sufu block	UPR CHOP act	CXCR6 block	697 NFkB inh	UPR XBP1 act
COc1cccc(/C=C2\Oc3cc(OCC(=O)N4CCC[C@H]4C(=O)O)ccc3C2=O)c1	-2	-9	14	0	1	0.8	6	19	-2
Cn1nc(C(=O)N2CCc3ccccc32)c2ccccc2c1=O	8	-16	12	-5	-15	-0.5	-4	15	-2
COc1ccc(C(=O)C(C)OC(=O)CNC(=O)C2CCCCC2)cc1 (stereo not drawn)	10	-12	-3	5	-4	1.2	-9	2	-3
CC(Oc1cc2oc(=O)c3c(c2cc1Cl)CCCC3)C(=O)NCc1ccccn1 (stereo not drawn)	-4	5	14	-17	22	0.9	-5	9	-3
O=C(N/N=C/c1ccc(Br)s1)c1ccccc1[N+](=O)[O-]	11	11	13	3	-7	3.3	5	10	3
CCCCCC(=O)Nc1ccc(S(=O)(=O)Nc2nccc(C)n2)cc1	-18	16	-2	2	-2	-0.3	-2	-24	-3
CCOC(=O)c1cc(-c2ccccc2)sc1N	-22	-45	8	46*	27	4.8	1	-61	2
Cn1nc(-c2ccccc2)c(CO)c1Oc1ccc(F)cc1	12	6	4	2	2	1.7	-2	4	-1
CCCS(=O)(=O)c1c(S(=O)(=O)CCC)c2c(C)cccn2c1C(N)=O	12	-8	7	-5	1	0.7	-3	0	1
CC1CCCCN1CCCNC(=O)c1ccc(N2CCCC2=O)cc1 (stereo not drawn)	-17	16	-4	-2	-1	-0.2	3	1	0
CN1CCN(CC(=O)N2c3ccccc3Sc3ccccc32)CC1	-5	-4	-10	4	8	-1.8	-6	6	-2
CCOCCCNC(=O)c1ccc(CS(=O)(=O)Cc2ccc(C)cc2)o1	6	16	17	20	2	-1.8	-11	13	-1
CCOc1ccccc1-n1c(SCC(=O)NC(C)(C)C)nnc1-c1ccoc1C	0	-35	4	2	2	-2.5	10	5	-2
CN(C)c1nc2c(N)ncnc2n1[C@H]1O[C@@H](CO)[C@H](O)[C@@H]1O	.	.	0	-16	-2	.	-4	.	.
CCOC(=O)c1oc2ccccc2c1CSc1nnc(-c2ccco2)o1	9	9	22	-3	1	-3.7	1	-3	3
CC(C)Cc1nnc(NC(=O)CCC(=O)NCc2ccccc2Cl)s1	-3	7	17	3	-19	-0.5	2	0	-3
Brc1cnc(N2CCCC2)nc1N1CCCCC1	11	-7	17	8	29	-1.3	-7	5	-1
CC1CCCN(CCOc2ccc(Br)cc2)C1 (stereo not drawn)	9	-18	3	-16	9	-1.0	4	-5	0
Clc1ccccc1Nc1c2c(nc3ncnn13)CCC2	19	6	-14	-11	1	-1.3	2	-4	1
CCCN1CCN(CCCNC(=O)C2CCN(c3nnc(-n4c(C)ccc4C)s3)CC2)CC1	17	-31	10	-3	-14	-0.2	5	2	-4
COc1cc(/C=C/C(=O)O)ccc1OS(=O)(=O)c1c(C)cc(C)cc1C	-9	-5	1	-13	-4	-1.2	-1	18	-4

11 entries from above, with two lines to a compound.
Values run as follows: Jurkat NFkB inh, Mdm2-MdmX inh, CCR6 antag, EBI2 antag, Gli-Sufu block, UPR CHOP act, CXCR6 block, 697 NFkB inh, UPR XBP1 act
- COc1cccc(/C=C2\Oc3cc(OCC(=O)N4CCC[C@H]4C(=O)O)ccc3C2=O)c1
 : -2, -9, 14, 0, 1, 0.8, 6, 19, -2
- Cn1nc(C(=O)N2CCc3ccccc32)c2ccccc2c1=O
 : 8, -16, 12, -5, -15, -0.5, -4, 15, -2
- COc1ccc(C(=O)C(C)OC(=O)CNC(=O)C2CCCCC2)cc1 (stereo not drawn)
 : 10, -12, -3, 5, -4, 1.2, -9, 2, -3
- CC(Oc1cc2oc(=O)c3c(c2cc1Cl)CCCC3)C(=O)NCc1ccccn1 (stereo not drawn)
 : -4, 5, 14, -17, 22, 0.9, -5, 9, -3
- O=C(N/N=C/c1ccc(Br)s1)c1ccccc1[N+](=O)[O-]
 : 11, 11, 13, 3, -7, 3.3, 5, 10, 3
- CCCCCC(=O)Nc1ccc(S(=O)(=O)Nc2nccc(C)n2)cc1
 : -18, 16, -2, 2, -2, -0.3, -2, -24, -3
- CCOC(=O)c1cc(-c2ccccc2)sc1N
 : -22, -45, 8, 46*, 27, 4.8, 1, -61, 2
- Cn1nc(-c2ccccc2)c(CO)c1Oc1ccc(F)cc1
 : 12, 6, 4, 2, 2, 1.7, -2, 4, -1
- CCCS(=O)(=O)c1c(S(=O)(=O)CCC)c2c(C)cccn2c1C(N)=O
 : 12, -8, 7, -5, 1, 0.7, -3, 0, 1
- CC1CCCCN1CCCNC(=O)c1ccc(N2CCCC2=O)cc1 (stereo not drawn)
 : -17, 16, -4, -2, -1, -0.2, 3, 1, 0
- CN1CCN(CC(=O)N2c3ccccc3Sc3ccccc32)CC1
 : -5, -4, -10, 4, 8, -1.8, -6, 6, -2
